Screening results: PubChem BioAssay, several laboratories
NPY Y1 blocker: blocks the human neuropeptide Y Y1 receptor. P25929. HEK293-CNG Y1 cells, membrane potential fluorescence; NPY at EC95, then isoproterenol. inhibition, % at 3.6 µM. actives 1% (n = 200,000). AID 1040;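 active means inhibition above the campaign mean inhibition of all tested compounds plus 3 SD, cut at about 20% in these data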;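 further: 0% = DMSO wells given NPY plus isoproterenol and 100% = isoproterenol alone without NPY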
Target sequence (P25929 whole entry, looked up): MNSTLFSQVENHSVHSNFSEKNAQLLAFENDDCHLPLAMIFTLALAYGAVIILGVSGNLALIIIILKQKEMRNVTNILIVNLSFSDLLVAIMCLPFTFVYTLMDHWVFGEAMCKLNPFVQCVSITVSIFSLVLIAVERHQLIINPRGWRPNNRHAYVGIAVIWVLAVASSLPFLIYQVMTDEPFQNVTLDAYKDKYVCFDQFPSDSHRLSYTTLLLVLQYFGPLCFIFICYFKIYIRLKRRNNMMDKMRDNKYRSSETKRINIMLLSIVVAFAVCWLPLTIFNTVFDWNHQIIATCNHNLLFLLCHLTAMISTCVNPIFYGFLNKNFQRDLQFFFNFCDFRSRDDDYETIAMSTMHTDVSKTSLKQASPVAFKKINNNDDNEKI
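Material: Y1- and CNG-channel-expressing HEK293 cells / Probe or stimulus: NPY 25 nM then isoproterenol 1 µM plus Ro 20-1724 25 µM / Doses: 3.6 µM single dose, DMSO 0.4% / Schedule: compound incubation 1 h at room temperature, readout 45 min post-stimulation / Signal: membrane potential fluorescence / Benchmarks: isoproterenol-only wells as full block versus NPY-plus-isoproterenol wells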
Ba/F3 V617F tox: reduce viability of Ba/F3 cells dependent on JAK2V617F. Ba/F3 EpoR-JAK2V617F viability, ATP luminescence. inhibition, % at 5.6 µM. actives 1.1% (n = 220,000);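 active means inhibition above the campaign mean plus 3 SD over all tested compounds, cut at about 24% in these data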;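 further: cytokine-independent growth of Ba/F3 cells driven by EpoR plus mutant JAK2; 0% = DMSO-treated cells and 100% = JAK inhibitor I control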
NPY-Y2 PAM-ag: potentiates or activates human NPY-Y2 receptor | P49146 | cells expressing NPY-Y2, potentiator/agonist read-out | activation, % at 3.6 µM | actives 0.45% (n = 220,000) | AID 1359; in the data active means activation above about 27%;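 further: cells stimulated with NPY near EC25 plus isoproterenol at EC100; 0% = vehicle plus submaximal agonist and 100% = vehicle plus saturating agonist; some results beyond the cut were filed as inactive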
CHOP inh: blocks CHOP induction under ER stress | CHO-K1 CHOP-promoter luciferase, tunicamycin-induced, 15-18 h | inhibition, % at 10 µM | actives 3.8% (n = 220,000);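 active means compounds that reduced the stress-induced luciferase reporter signal by more than about 70% of percent inhibition, limit read from the data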;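 further: 0% = tunicamycin plus vehicle and 100% = wells without tunicamycin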
NCF1 inh: blocks human p47phox regulatory protein of NADPH oxidases. P14598. p47phox/p22phox peptide binding, fluorescence polarization, 2 h. inhibition, % at 24.7 µM. actives 0.53% (n = 220,000);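 active means inhibition above about 30%, limit read from the data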;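 further: 0% = p47phox with labelled peptide and 100% = labelled peptide alone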
NPY-Y1 PAM-ag: potentiators or agonists of human neuropeptide Y receptor Y1; NPY-Y1 expressing cells, potentiator/agonist activation; activation, % at 3.6 µM; actives 0.37% (n = 220,000); AID 1304; in the data active means activation above about 33%, passing the limit was not always enough;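 further: cells stimulated with NPY at EC10 then isoproterenol at EC100; 0% = low agonist plus stimulus and 100% = saturating agonist plus stimulus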
S1P4 antagonist: antagonists of human S1P4 receptor; S1P4-expressing cells, antagonist mode, reporter read-out; actives 0.26% (n = 220,000); inhibition, % at 4.98 µM; O95977; in the data active means inhibition above about 29%;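 further: 0% = wells stimulated with agonist and 100% = vehicle wells without agonist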
Target sequence (O95977 whole entry, looked up): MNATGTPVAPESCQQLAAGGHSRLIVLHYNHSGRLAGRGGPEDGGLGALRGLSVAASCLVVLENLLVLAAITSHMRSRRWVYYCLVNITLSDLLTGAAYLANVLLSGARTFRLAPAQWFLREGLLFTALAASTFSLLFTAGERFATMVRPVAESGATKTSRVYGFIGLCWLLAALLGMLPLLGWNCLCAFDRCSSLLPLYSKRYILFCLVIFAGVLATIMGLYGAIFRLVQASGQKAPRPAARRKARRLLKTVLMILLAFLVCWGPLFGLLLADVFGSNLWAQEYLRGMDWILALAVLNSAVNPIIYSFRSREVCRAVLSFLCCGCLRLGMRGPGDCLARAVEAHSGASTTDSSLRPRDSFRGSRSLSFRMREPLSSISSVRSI
BaF3 parental: reduces parental Ba/F3 cell viability, JAK2V617F counter-screen; CellTiter-Glo ATP luminescence; inhibition, % at 5.6 µM; actives 1.1% (n = 220,000); AID 1486;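 active means inhibition above a per-campaign cutoff, the mean inhibition of all tested compounds plus 3 SD, cut at about 27% in these data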;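 further: 0% = DMSO wells and 100% = JAK Inhibitor I control wells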
S1P4 ag: activates the human S1P4 receptor. S1P4-expressing cell line, agonist reporter assay. activation, % at 4.98 µM. actives 0.35% (n = 220,000); in the data active means activation above about 11%;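 further: 0% = DMSO vehicle and 100% = reference agonist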
Numbers without * were called inactive; x = no result given; & = joins results of further samples.

(1) CCCOc1ccc(-c2nnn(CC(=O)N3CCC(C)CC3)n2)cc1
(2) C/C(CCc1ccco1)=N\NC(=O)CNc1c(Br)cc(Br)cc1Br
(3) O=C(Nc1cc(=O)[nH]c2ncnn12)c1ccc(Cl)cc1Cl
(4) O=C1C2CCCN2C(c2ccccc2F)N1c1ccc(F)cc1 (centres undefined)
(5) COc1cc2c(cc1OC)CN(C(=S)Nc1ccccc1)CC2
(6) CCOc1cc(C2CC(=O)N3CN(C4CCCCC4)CSC3=C2C#N)ccc1O (centres undefined)
(7) Cc1cccc2cc(CN(Cc3cccnc3)C(=O)c3cccs3)c3nnnn3c12
(8) CCn1cc(S(=O)(=O)Nc2ccc3c(c2)OCCO3)cn1
Compound,1,2,3,4,5,6,7,8
NPY Y1 blocker,1,1,18,-2,-4,-1,-8,1
Ba/F3 V617F tox,3,0,-1,-4,4,-3,-4,2
NPY-Y2 PAM-ag,2,-24,-21,-18,15,-1,-6,1
CHOP inh,31,19,-13,-13,4,3,-30,28
NCF1 inh,-9,-12,-54,-11,-9,-2,-1,-1
NPY-Y1 PAM-ag,-20,-1,-10,3,17,0,0,-1
S1P4 antagonist,12,-4,-13,3,-24,-9,4,-10
BaF3 parental,6,6,3,-2,33*,1,5,3
S1P4 ag,3.6,0.6,0.4,1.3,0.8,1.3,1.0,1.3

(9) Cc1ccc2c(c1)[C@@H]1CN(C)CC[C@@H]1N2S(=O)(=O)c1ccc([N+](=O)[O-])cc1
(10) Cc1c(NC(=O)C(C)OC(=O)c2ccc(Cl)nc2)c(=O)n(-c2ccccc2)n1C (centres undefined)
(11) CCc1ccc(NC(=O)/C(C#N)=C/c2cn(CC(=O)O)c3ccccc23)cc1
(12) O=C(O)c1sccc1S(=O)(=O)N1CCN(c2ccc(C(F)(F)F)cn2)CC1
(13) CN1C(=O)C(O)(CC(=O)c2ccc(F)cc2)c2cc(Br)ccc21 (centres undefined)
(14) Cc1cccc2nc(CSc3nnc4ccccn34)cn12
(15) CC(NC(=O)C1CCN(S(=O)(=O)c2cc([N+](=O)[O-])ccc2Cl)CC1)c1ccccc1 (centres undefined)
(16) N/C(=N\OC(=O)CCCc1ccccc1)c1ccccn1
Compound,9,10,11,12,13,14,15,16
NPY Y1 blocker,3,-8,-5,x,0,-4,-2,2
Ba/F3 V617F tox,1,-2,-1,-1,-3,1,0,0
NPY-Y2 PAM-ag,-3,-11,0,0,10,-2,-4,-1
CHOP inh,5,-12,4,11,10,-13,-21,-6
NCF1 inh,-1,3,-9,-5,-13,-8,-5,-6
NPY-Y1 PAM-ag,23,-4,-2,1,12,-8,6,-12
S1P4 antagonist,-11,-19,0,20,-14,-2,-17,-5
BaF3 parental,3,1,-1,1,-2,3,5,1
S1P4 ag,-0.6,0.5,-1.0,0.6,1.2,0.9,0.7,1.0

Reprinted from the part before: 3 entries; new compounds follow.
(14) Cc1cccc2nc(CSc3nnc4ccccn34)cn12
(15) CC(NC(=O)C1CCN(S(=O)(=O)c2cc([N+](=O)[O-])ccc2Cl)CC1)c1ccccc1 (centres undefined)
(16) N/C(=N\OC(=O)CCCc1ccccc1)c1ccccn1
(17) N=c1c2c(ncn1CCCO)Oc1ccc3ccccc3c1C2c1ccccc1 (centres undefined)
(18) Cn1c(N)c(C(=O)COC(=O)COc2ccccc2C#N)c(=O)n(C)c1=O
(19) COc1ccc(NC(=O)CSc2nccn2C)c([N+](=O)[O-])c1
(20) Cc1ccccc1CN1C[C@@H]2C[C@@H](c3cn(C)nc3-c3ccccc3)N3CCC[C@@]23C1=O
(21) Cn1c(=O)c2[nH]cnc2n(C)c1=O
(22) CN(C)S(=O)(=O)c1cccc(NC(=S)N2CCc3ccccc32)c1
(23) CS(=O)(=O)N(CC(=O)NCCC1=CCCCC1)C1CCCCC1
(24) CCSc1nc(-c2ccc(OC)cc2)ccc1C#N
Compound,14,15,16,17,18,19,20,21,22,23,24
NPY Y1 blocker,-4,-2,2,x,4,-1,17,2,4,-2,13
Ba/F3 V617F tox,1,0,0,0,0,1,4,-3,6,-3,3
NPY-Y2 PAM-ag,-2,-4,-1,-5,-2,-5,-26,14,-3,-3,-14
CHOP inh,-13,-21,-6,3,24,0,38,5&11,14,51,57
NCF1 inh,-8,-5,-6,-6,-2,1,-43,1,0,0,-14
NPY-Y1 PAM-ag,-8,6,-12,-5,-2,-3,-21,32,-15,6,-43
S1P4 antagonist,-2,-17,-5,1,-4,-14,14,-16,6,-8,0
BaF3 parental,3,5,1,2,9,0,7,3,8,0,7
S1P4 ag,0.9,0.7,1.0,0.3,0.9,-1.1,-2.1,2.4,1.7,-1.1,-0.7

(25) O=C(O)c1ccc(NC2CC(=O)N(Cc3ccccc3)C2=O)cc1 (centres undefined)
(26) Cc1ccc2nc(N/C(=N/S(=O)(=O)c3ccc(F)cc3F)c3ccccc3)sc2c1
(27) Cc1c(Cl)cnc(NC(=O)CSc2nnc(C)n2Cc2ccccc2)c1Cl
(28) Cc1nn(Cc2ccccc2)c(C)c1NC(=O)CSc1n[nH]c(C)c1[N+](=O)[O-]
(29) Cc1c(N=NC2=C(O)CC(C)(C)CC2=O)c(=O)n(-c2ccccc2)n1C
(30) Cc1cccc(-c2noc(-c3ccno3)n2)c1
(31) COc1ccc(N2CCN(C(c3cccs3)C(C)NC(=O)c3ccco3)CC2)cc1 (centres undefined)
(32) COc1ccc(CNC(=O)C(C)NS(=O)(=O)c2ccc(C)cc2)cc1 (centres undefined)
Compound,25,26,27,28,29,30,31,32
NPY Y1 blocker,-2,-5,3,-4,2,x,-6,-1
Ba/F3 V617F tox,-3,2,-2,4,-2,-1,-2,-6
NPY-Y2 PAM-ag,3,1,-13,15,1,11,-13,13
CHOP inh,-8,14,15,33,60,0,-7,7
NCF1 inh,-4,1,-37,-17,-9,-7,-10,5
NPY-Y1 PAM-ag,2,-1,-12,-11,-15,18,1,10
S1P4 antagonist,-29,1,-11,3,0,-13,-6,-16
BaF3 parental,-1,7,4,8,7,0,0,2
S1P4 ag,2.8,0.5,3.3,-2.0,0.1,2.4,1.5,1.4

(33) COc1c(F)c(F)c(C(=O)Nc2ccc(N3CCN(Cc4ccccc4)CC3)cc2)c(F)c1F
(34) Cc1ccc(SCc2ccc(C(=O)Nc3cccnc3)cc2)cc1
(35) CC(=O)c1ccc(N2CCC(C(=O)O)CC2)cc1
(36) O=C1NCCc2c1[nH]c1ccccc21
(37) N=C1C(c2ccccc2)=C(O)CN1c1cccc2ccccc12
(38) Cc1cc(C)c2[nH]c(=O)c(CN(Cc3ccco3)C(=O)C3CCCO3)cc2c1 (centres undefined)
(39) Cc1nnc(SCC(=O)Nc2ccc(Br)cn2)[nH]c1=O
(40) CCOC(=O)c1c(C)oc2c1c(C=NCCC(=O)O)c(O)c1ccccc12
Compound,33,34,35,36,37,38,39,40
NPY Y1 blocker,-12,8,6,6,1,-4,4,-3
Ba/F3 V617F tox,1,-3,3,-1&-1,3,0,-2,1
NPY-Y2 PAM-ag,18,3,-6,2&10,0,7,8,-3
CHOP inh,88*,23,20,8&-16,6,-23,-24,-6
NCF1 inh,-27,-3,-12,-7&-9,-6,-12,-13,-9
NPY-Y1 PAM-ag,12,0,4,-2&36,7,5,-16,-2
S1P4 antagonist,3,-6,0,-5&-2,4,-4,-8,-12
BaF3 parental,8,2,10,-4&2,0,4,4,3
S1P4 ag,-1.2,-0.8,1.6,0.1&0.7,1.1,-0.1,-2.7,-0.8

(41) COC(=O)c1c(NC(=O)CN2CCN(S(=O)(=O)c3ccccc3)CC2)sc2c1CCC(C)C2 (centres undefined)
(42) COc1ccc(C(=O)Nc2ccccc2C(N)=O)cc1
(43) CS(=O)(=O)Nc1ccc(C(=O)N2CCN(c3ccccc3F)CC2)cc1
(44) CNCc1ccccc1OCc1ccccc1F
(45) Cc1cc(C(=O)COC(=O)/C=C/c2cccc(F)c2)c(C)n1C
(46) CCOC(=O)C1CCN(S(=O)(=O)c2cc(Br)cc3c2N(C(=O)C2CC2)CC3)CC1
(47) CCc1cc2c(=O)c(-c3nc4ccccc4n3C)c(C)oc2c(CN(CC)CC)c1O
(48) CCOc1ccc(NCc2nnc(SCC(=O)Nc3cc(C)on3)n2-c2ccccc2OC)cc1
Compound,41,42,43,44,45,46,47,48
NPY Y1 blocker,2,2,-1,2,3,8,5,-4
Ba/F3 V617F tox,0,-2,0,0,-2,-3,3,3
NPY-Y2 PAM-ag,-11,8,3,-15,-1,-4,-12,-5
CHOP inh,-10,-30,35,31,4,9,33,10
NCF1 inh,-39,-11,-3,-7,-2,9,-8,2
NPY-Y1 PAM-ag,-1,-2,22,-2,-22,2,2,-10
S1P4 antagonist,-8,-19,0,-27,-2,-21,-3,10
BaF3 parental,4,2,10,4,1,-2,2,7
S1P4 ag,0.8,0.5,-0.1,1.7,0.1,0.8,0.9,-0.2

(49) Cc1nnc2sc(SCC(=O)Nc3nccs3)nn2c1=O
(50) CCOC(=O)c1cc2c(ccn2C)n1CC(=O)Nc1ccc(F)cc1
(51) CCOc1ccc(C(C)=O)cc1CSc1nc(C)cc(C)n1
(52) CCOC(=O)COn1c(=O)c[n+]([O-])c2ccccc21
(53) CC1Cc2nc(SCC(=O)Nc3ccc(F)cc3)n(C)c(=O)c2S1 (centres undefined)
Compound,49,50,51,52,53
NPY Y1 blocker,-3,1,13,1,-7
Ba/F3 V617F tox,4,-4,-1,1,1
NPY-Y2 PAM-ag,-4,-9,-14,-17,3
CHOP inh,21,5,1,40,21
NCF1 inh,-5,-9,-11,-30,-8
NPY-Y1 PAM-ag,-6,0,-5,3,-1
S1P4 antagonist,-4,-9,-21,6,-13
BaF3 parental,10,5,4,6,4
S1P4 ag,-0.2,-1.0,-0.1,1.5,-1.4

Values by screen from above.
S1P4 antagonist, compounds 49 to 53, in order: -4, -9, -21, 6, -13
NPY-Y1 PAM-ag, compounds 49 to 53, in order: -6, 0, -5, 3, -1
Ba/F3 V617F tox, compounds 49 to 53, in order: 4, -4, -1, 1, 1
